High-throughput results: PubChem BioAssay, several laboratories
Tn6 DDE FP: disrupts Tn6 cyclic peptide binding to fibrin D-Dimer-E complex; P02675; Fibrin DD(E) TRITC-Tn6 fluorescence polarization displacement; inhibition, % at 8.3 µM; 370,000 tested, 0.21% active; AID 720509;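 active = inhibition above a per-campaign cutoff: mean of compounds within control limits plus 3 SD, cut at about 15% in these data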;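 also: 0% = median of all compound wells on the plate and 100% = blocking peptide control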
ASAP1 GAP inh: blocks human ASAP1-stimulated Arf1 GTP hydrolysis; Q9ULH1; GDP FP detection; inhibition, % at 16.5 µM; 360,000 tested, 0.19% active; in the data active = inhibition above about 25%;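 also: 0% = vehicle with enzyme and substrate and 100% = no enzyme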
ARFGAP1 inhibitor: inhibitors of rat ARFGAP1; Arfgap1-stimulated ARF1 GTP hydrolysis, GDP FP detection; inhibition, % at 16.5 µM; 360,000 tested, 0.26% active;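 active = inhibition above a per-plate limit, mean inhibition of low control wells plus 3 SD, cut at about 25% in these data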;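 also: 0% = DMSO wells with enzyme and 100% = wells lacking Arfgap1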
Target sequence (Q62848 1-136 limits assumed): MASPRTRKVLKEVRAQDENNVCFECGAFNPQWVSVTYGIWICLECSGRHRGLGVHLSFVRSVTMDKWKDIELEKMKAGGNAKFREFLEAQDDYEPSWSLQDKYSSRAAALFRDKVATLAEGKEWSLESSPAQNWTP
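Replicates: Single well per compound | Assay system: Truncated rat Arfgap1 GAP domain | Control set: No-Arfgap1 wells (100%) versus DMSO full-reaction wells (0%) | Times: Enzyme reaction 120 min at 25 °C after 20 min preincubation | Reagent: Human ARF1(Δ1-17)-GTP substrate | Measured by: Tracer-displacement fluorescence polarization with EDTA stop, 620/688 nm | Measure: Percent inhibition of Arfgap1-stimulated GTP hydrolysis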
DDE Tn7 FP inh: disrupts Tn7 cyclic peptide binding to fibrin D-Dimer-E complex; FP displacement of FITC-Tn7 peptide from fibrin DD(E); 0% = median of compound wells per plate; 370,000 tested, 0.13% active; AID 720508; inhibition, % at 8.3 µM;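 active = inhibition above the mean of compounds falling within the control limits plus 3 SD of them, cut at about 14% in these data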;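 also: 0% = plate median of compound wells and 100% = 10 µM Aha-Tn7 peptide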
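Test system – human fibrin DD(E) · Times – 10 min preincubation, 3 h with tracer, room temperature · Detection – fluorescence polarization of the labelled Tn7 tracer · Measure – percent inhibition normalized to high-control wells · Benchmarks – high control wells with 10 µM unlabelled Aha-Tn7 peptide (full inhibition) · Repeats – singlicate testing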
PLCb3 inh: blocks human PLC-beta3 enzyme activity; Q01970; Purified PLC-beta3, fluorogenic substrate, fluorescence; inhibition, % at 12.2 µM; 370,000 tested, 0.18% active; in the data active = inhibition above about 11%;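 also: 0% = median of compound wells on plate and 100% = full blocker control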
NR1D1 modulator: modulators of human Rev-erb alpha DNA binding | 370,000 tested, 0.79% active | activity, % at 10 µM | Rev-erbα–FITC-DNA binding, fluorescence polarization, 90 min;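 active = activity above about 14%, limit read from the data; passing the limit was not always enough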;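 also: 0% = DMSO wells with 35 nM protein and 100% = DMSO wells with 750 nM protein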
Target sequence (P20393 whole entry, looked up): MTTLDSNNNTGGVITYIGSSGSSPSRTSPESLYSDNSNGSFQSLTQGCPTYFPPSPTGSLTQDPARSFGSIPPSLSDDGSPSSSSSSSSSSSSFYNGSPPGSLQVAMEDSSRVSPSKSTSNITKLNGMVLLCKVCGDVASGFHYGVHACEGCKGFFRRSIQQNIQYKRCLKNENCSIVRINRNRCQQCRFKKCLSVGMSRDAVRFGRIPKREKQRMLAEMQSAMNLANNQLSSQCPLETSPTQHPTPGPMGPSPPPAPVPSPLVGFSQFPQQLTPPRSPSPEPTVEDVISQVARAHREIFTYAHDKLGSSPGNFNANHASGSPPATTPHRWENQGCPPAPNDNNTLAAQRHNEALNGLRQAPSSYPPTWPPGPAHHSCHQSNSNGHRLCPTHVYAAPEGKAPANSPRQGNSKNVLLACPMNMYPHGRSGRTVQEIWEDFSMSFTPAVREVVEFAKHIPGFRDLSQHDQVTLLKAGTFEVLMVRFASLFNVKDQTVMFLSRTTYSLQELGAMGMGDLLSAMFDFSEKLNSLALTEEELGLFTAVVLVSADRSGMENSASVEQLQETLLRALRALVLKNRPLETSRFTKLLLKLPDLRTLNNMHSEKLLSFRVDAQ
KLK7 zymogen act: activators of human kallikrein-7 zymogen; P49862; purified proKLK7, EDANS-DABCYL substrate fluorescence; 100% is mature enzyme control, 0% vehicle; activation, % at 7 µM; 370,000 tested, 0.9% active;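 active = activation above the mean of all tested compounds plus 3 SD, computed per campaign excluding outliers beyond control limits, cut at about 13% in these data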
Target sequence (P49862 whole entry, looked up): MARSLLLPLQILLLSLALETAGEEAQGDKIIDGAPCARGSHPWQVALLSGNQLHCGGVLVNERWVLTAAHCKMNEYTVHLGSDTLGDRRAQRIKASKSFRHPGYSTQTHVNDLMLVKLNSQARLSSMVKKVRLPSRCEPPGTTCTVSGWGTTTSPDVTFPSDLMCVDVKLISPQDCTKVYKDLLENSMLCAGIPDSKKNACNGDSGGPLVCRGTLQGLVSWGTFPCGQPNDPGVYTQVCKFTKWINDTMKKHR
PLCg1 inh: blocks human PLC-gamma1 enzyme activity; P19174; purified PLC-gamma1, fluorogenic substrate, fluorescence; inhibition, % at 12.2 µM; 370,000 tested, 0.84% active; AID 720700; in the data active = inhibition above about 9.5%
HGIII-sPLA2 inh: Blocks human group III sPLA2 activity | Q9NZ20 | QFRET BODIPY PC-A2 liposome hydrolysis, fluorescence | AID 743126 | 370,000 tested, 0.56% active | inhibition, % at 12.2 µM;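 active = inhibition above mean plus 3 SD of compounds lying within the high and low control bounds, cut at about 19% in these data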;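 also: 0% = median of test compound wells and 100% = no enzyme DMSO wells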
UHRF1 binding: human UHRF1 methylated DNA binding inhibitors; UHRF1 binding to methylated oligo, TR-FRET; inhibition, % at 4.4 µM; 370,000 tested, 0.75% active; in the data active = inhibition above about 21%;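 also: UHRF1 SRA domain binding a hemimethylated CpG hairpin DNA probe; 0% = median of test compound wells and 100% = reference inhibitor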
Numbers without * were called inactive; i = inactive; . = not tested or not shown.

SMILES | Tn6 DDE FP | ASAP1 GAP inh | ARFGAP1 inhibitor | DDE Tn7 FP inh | PLCb3 inh | NR1D1 modulator | KLK7 zymogen act | PLCg1 inh | HGIII-sPLA2 inh | UHRF1 binding
Cc1cccc(OCC(=O)Nc2ccc(S(=O)(=O)N3CCN(C)CC3)cc2)c1 | 0 | -1 | 11 | -2 | 0 | -5 | -0.9 | 3 | -5 | 0
Cc1cc(C(=O)COC(=O)CN=C2NS(=O)(=O)c3ccccc32)c(C)n1CCc1ccc(Cl)cc1 | 4 | 2 | 13 | -1 | -5 | 0 | 0.8 | 0 | -7 | 6
COc1ccc(N=C2C(=O)N3CCCc4cccc2c43)cc1 | -3 | -1 | 10 | -4 | 3 | -1 | -0.2 | 0 | 5 | -7
COc1cc(CNc2cc(C)ccc2C)cc(OC)c1OC | 3 | -7 | 2 | 0 | 1 | -2 | 0.5 | 7 | 11 | 0
COc1ccc(OC)c(/C=N/NC(=O)CCc2ccc(O)c(O)c2)c1 | -12 | 5 | -6 | -7 | -496 | 4 | -84 | -409 | -13 | -1
COc1ccc(Nc2nc(C)nc3c2nnn3Cc2ccccc2)cc1OC | -10 | 10 | 0 | -5 | -43 | 9 | -526 | -36 | -18 | 0
COc1ccc(C2C3=C(CCCC3=O)Nc3ccc4ncccc4c32)cc1OC (centres undefined) | 2 | 3 | -3 | 1 | -31 | 0 | 0.2 | -16 | 3 | -5
O=C(NCCN1C(=O)S/C(=C/c2ccccc2)C1=O)C1CC(=O)N(Cc2ccccc2)C1 (centres undefined) | 1 | -2 | 8 | -10 | -4 | -6 | 0.1 | 5 | -1 | 0
C/C(=N\NC(=O)COc1cccc2ccccc12)c1cccs1 | 1 | -8 | -5 | 0 | -6 | 2 | 0.2 | -2 | -6 | -2
O=C(Nc1ccc(F)cc1)N(CCCN1CCOCC1)Cc1cc2cc3c(cc2[nH]c1=O)OCO3 | -11 | 5 | -11 | 5 | -12 | -3 | 0.6 | -7 | -8 | 3
CCOc1ccc(CC(=O)C2C(=O)CC(C)(C)CC2=O)cc1OCC | 4 | 4 | -5 | -3 | 0 | 1 | -0.5 | 2 | 4 | 4
C=CCN1[C@@H](CC(C)C)COc2cccc(N3CCSCC3)c2S1(=O)=O | 13 | . | . | 5 | 1 | -3 | -0.1 | 0 | 5 | 2
Cc1ccc(C(=O)Nc2c(N)nc(SCC(=O)NCC3CCCO3)[nH]c2=O)cc1 (centres undefined) | -3 | -4 | 10 | 8 | -5 | -2 | 0.3 | -4 | 13 | 3
CCCCC(=O)NS(=O)(=O)c1ccc(N=NN2CCCCC2)cc1 | 5 | -6 | -5 | -2 | 1 | 8 | -0.2 | 3 | 14 | 7
COc1ccccc1NC(=O)CN(Cc1ccco1)C(=O)c1cccs1 | -2 | 3 | 11 | 1 | 5 | 0 | -0.4 | 5 | -4 | 0
Cc1cc(NS(=O)(=O)c2c(C(=O)N3CCOCC3)c(C)n(C)c2C)ccc1Br | 3 | 2 | 9 | -4 | 1 | 2 | 1.9 | 0 | -7 | 0
N#Cc1c(N)n(-c2cccc(O)c2)c2nc3ccccc3nc12 | 2 | -9 | 13 | 2 | i | -6 | 117* | i | -16 | -1
Cc1cc(C)n(-c2cc(N3CCN(S(=O)(=O)c4ccc(Cl)cc4)CC3)ccc2[N+](=O)[O-])n1 | -11 | 5 | -2 | -4 | 1 | 4 | -0.3 | 4 | -12 | 2
CC(=O)Nc1cccc(-c2ccnc3c2CC(C(=O)Nc2cccc(OC(F)(F)F)c2)O3)c1 (centres undefined) | 2 | 9 | 12 | 8 | 0 | 0 | -0.5 | -3 | -39 | 0
O=c1[nH]c(=S)[nH]c2c1[C@H](CCc1cccc(Cl)c1)O[C@H](C1CCCC1)C2 | 4 | -5 | 1 | -3 | 1 | -4 | 0.0 | -1 | -10 | -4
O=C(Nc1nc2ccccc2s1)NC1CCCCC1 | -1 | 3 | -3 | 0 | 3 | -3 | 0.5 | 2 | -15 | -1
Cc1ccc(NC(=O)CN(C)C(=O)Cn2cc(C(F)(F)F)ccc2=O)cc1 | 3 | 9 | 1 | 3 | 2 | -6 | -0.1 | 3 | 8 | 3
CC(C)N(CCNC(=O)c1oc(=O)c2ccccc2c1-c1ccccc1)Cc1ccco1 | 4 | 9 | -6 | 5 | 10 | 0 | 0.9 | 6 | -13 | 1
CCOC(=O)c1c(CC(C)C)csc1NC(=O)COC(=O)c1ccc(O)cc1 | -3 | -6 | 3 | 4 | -5 | 13 | 0.1 | -2 | -5 | -1
Cc1cc(Oc2ccccc2)nc(-c2ccccc2)n1 | 9 | -1 | 8 | 3 | 0 | -2 | -0.2 | 0 | 1 | 2
C=CCc1cccc(/C=N/NC(=O)CNc2ccccc2OC)c1O | 5 | 6 | 1 | -5 | -10 | 1 | -9.6 | -10 | 2 | -2
CCOC(=O)c1cc(C(C)=O)n2ccccc12 | -4 | -7 | 0 | -1 | -2 | -2 | -0.3 | -1 | -2 | -3
COc1cccc(-c2cc(C(=O)NCc3cccs3)no2)c1 | 4 | 0 | -2 | -6 | -13 | 7 | 0.7 | -3 | -1 | -4
Cc1cc(C(=O)OCC(=O)NC2CCS(=O)(=O)C2)c2ccccc2n1 (centres undefined) | 8 | 0 | -2 | -1 | -14 | 2 | -1.2 | -2 | -1 | -2
C=CCOc1ccc(/C=C/C(=O)OC(C)C(=O)Nc2ccc(NC(C)=O)cc2)cc1 (centres undefined) | -1 | 8 | 6 | -3 | -4 | 1 | 0.0 | -2 | -5 | 0
CN(Cc1cnn(C)c1)C(=O)c1sc2cccc(Cl)c2c1Cl | -4 | -11 | -1 | -1 | -4 | -3 | -0.1 | 3 | -10 | -2
COC(=O)Cn1c(CCC(=O)O)ccc1-c1ccccc1 | -3 | 13 | 4 | 2 | -108 | 0 | 3.8 | -91 | -15 | -1
CN1CCN(c2nc3c(c(=O)[nH]c(=O)n3C)n2CCSc2nc3ccccc3s2)CC1 | 2 | 1 | -9 | 2 | 0 | -3 | 0.7 | 3 | 1 | -1
Cc1ccc(Cc2c(C3CCCCC3)nc3c(C)cc(Br)cn23)cc1 | -9 | 2 | 7 | 2 | -13 | -3 | 0.0 | -2 | -3 | 5
COC(=O)[C@H](C(C)C)N1Cc2nnn(CC3CCCCC3)c2-c2cc(F)ccc2S1(=O)=O | 6 | . | . | -14 | 2 | 3 | 0.6 | 3 | -1 | -1
Cc1cc([N+](=O)[O-])nn1CCCC(=O)Nc1sc2c(c1C(N)=O)CCC(C)C2 (centres undefined) | -9 | 5 | 9 | -2 | -1 | -5 | 0.2 | -2 | 14 | 4
Cc1nc2nc(N)nc(OCc3ccccc3)c2nc1C | 1 | 1 | -3 | 6 | i | 5 | 59* | i | -1 | -1
O=C(CCc1nc2sc3c(c2c(=O)[nH]1)CCCC3)NCCc1ccccc1 | 1 | -13 | -8 | -9 | -23 | -1 | -0.4 | -19 | -11 | 0
COc1cccc(Nc2ccc(C(=O)O)cc2[N+](=O)[O-])c1 | -1 | 14 | 5 | 6 | -2 | 16 | 0.0 | 0 | 9 | -7
CCOC(=O)c1[nH]c(=S)[nH]c1C | -2 | -8 | -4 | -2 | 1 | -3 | -0.2 | 6 | 12 | 1
C=CCNc1nc(-c2ccccc2)c(C(=O)OCC)cc1C#N | 7 | -8 | 5 | -1 | -169 | 4 | -0.8 | -122 | -3 | -3
O=C(COc1cccnc1[N+](=O)[O-])Nc1cccc(Br)c1 | 1 | -1 | 1 | -1 | 1 | 1 | 0.5 | 0 | 4 | -2
COc1cccc(NC(=O)Cn2c(CCC(=O)O)ccc2-c2cccs2)c1 | 8 | -3 | -6 | 3 | -36 | -4 | 1.4 | -30 | -26 | -1
CC(=O)Nc1sc2c(c1C(=O)N1CCOCC1)CCCCC2 | 3 | -14 | 2 | -4 | 1 | -2 | 1.0 | 5 | 1 | 3
Cc1cc(C)n2nc(C(=O)OCC(=O)NC3CCCCC3)nc2n1 | -1 | 11 | 3 | -11 | -2 | -2 | 0.6 | 0 | -6 | 1
COC(=O)c1ccc(C(=O)NC2CCCc3c2cnn3-c2cc(F)cc(F)c2)nc1 (centres undefined) | -7 | 3 | 13 | 0 | -10 | 1 | -0.4 | 1 | 12 | 4
CCN1CCN(c2cc(C)c3cc(NC(=S)NCCN(C)C)ccc3n2)CC1 | -4 | 12 | 10 | 1 | -62 | 2 | 1.4 | -38 | 15 | 8

In another format: entries from further up.
Molecule	Tn6 DDE FP	ASAP1 GAP inh	ARFGAP1 inhibitor	DDE Tn7 FP inh	PLCb3 inh	NR1D1 modulator	KLK7 zymogen act	PLCg1 inh	HGIII-sPLA2 inh	UHRF1 binding
Cc1nc2nc(N)nc(OCc3ccccc3)c2nc1C	1	1	-3	6	i	5	59*	i	-1	-1
O=C(CCc1nc2sc3c(c2c(=O)[nH]1)CCCC3)NCCc1ccccc1	1	-13	-8	-9	-23	-1	-0.4	-19	-11	0
COc1cccc(Nc2ccc(C(=O)O)cc2[N+](=O)[O-])c1	-1	14	5	6	-2	16	0.0	0	9	-7
CCOC(=O)c1[nH]c(=S)[nH]c1C	-2	-8	-4	-2	1	-3	-0.2	6	12	1
C=CCNc1nc(-c2ccccc2)c(C(=O)OCC)cc1C#N	7	-8	5	-1	-169	4	-0.8	-122	-3	-3
O=C(COc1cccnc1[N+](=O)[O-])Nc1cccc(Br)c1	1	-1	1	-1	1	1	0.5	0	4	-2
COc1cccc(NC(=O)Cn2c(CCC(=O)O)ccc2-c2cccs2)c1	8	-3	-6	3	-36	-4	1.4	-30	-26	-1
CC(=O)Nc1sc2c(c1C(=O)N1CCOCC1)CCCCC2	3	-14	2	-4	1	-2	1.0	5	1	3
Cc1cc(C)n2nc(C(=O)OCC(=O)NC3CCCCC3)nc2n1	-1	11	3	-11	-2	-2	0.6	0	-6	1
